Bioassay records (PubChem BioAssay)
HCMV antiviral – human cytomegalovirus inhibition | 4.5% of 410,000 active | HFF cells, HCMV-luciferase reporter, 72 h; stronger effect = lower value | activity change, negative = inhibition, % at 57.5 µM; in the data active means activity change below about -60%; inconclusive means no clear call, values can overlap the other calls; inactive means above about -39%
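Steps: HFFs plated, 16 h 37C; compounds added; HCMV-luciferase added to MOI 1 PFU/cell; 72 h 37C; OneGlo reagent, 5 min room temperature; luminescence read, normalized to controls.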
Starred values were filed as active, the others as inactive; ? = inconclusive. On the % scale 0 is the no-effect control and ±100 the full control effect. This is a subset (hit frequency here may not be typical).

SMILES,HCMV antiviral
Fc1cc(Cl)ccc1Nc1nc(NCc2ccccc2)nc2ccsc12,-29
O=c1[nH]c(-c2ccccc2)cn1C1CCN(Cc2ccc(-c3nc4ccccc4nc3-c3ccccc3)cc2)CC1,118
O=C(Nc1cccc(C(=O)N2CCOCC2)c1)C1CCCCC1,-4
Cc1ccc(NC(=O)NCc2ccco2)cc1[N+](=O)[O-],-32
COc1ccc2sc(-c3ccccc3OC)c(-c3ccc(SC)cc3)c2c1,-9
COc1ccc(S(=O)(=O)NC(=O)C2(C)CCN2C(=O)CCC2CCCC2)cc1OC (stereo not drawn),5
OC(c1ccc(F)c(F)c1)c1nc(-c2ccncc2)cs1 (stereo not drawn),-23
OC(c1ccc(F)c(F)c1)c1nc(-c2cccc(F)c2)cs1 (stereo not drawn),?
COc1ccccc1NC(=O)C(CC(=O)O)Cc1cc(C)cc(C)c1 (stereo not drawn),21
CCNC(=O)C1CCCN(C(=O)c2ccc(C(F)(F)F)cc2)CC1 (stereo not drawn),?
Cc1ccc2nc(C3CCCCC3)c(Cc3cccc(Cl)c3)n2c1,-16
O=C(Nc1ccccc1Cl)c1cc(C2CCCN(C(=O)CCc3ccccc3)C2)on1 (stereo not drawn),31
CC1(C)CC(=O)C=C(c2ccccc2-c2ccc(S(C)(=O)=O)cc2)C1=O,-18
CN(Cc1ccccc1)C(=O)c1ccc(NC(=O)Cc2ccc(NC(=O)C3CCN(C(=O)C4CC4)CC3)cc2)cc1,47
COc1ccc(S(=O)(=O)NC(=O)C2(C)CCN2C(=O)Cc2cc(C)cc(C)c2)cc1 (stereo not drawn),-8
CCN1C(=O)[C@H]2[C@@H](c3ccc(C)cc3)N[C@]3(CCCN(Cc4ccco4)C3=O)[C@H]2C1=O,-12
COCC(=O)Nc1ccc(S(=O)(=O)Nc2onc(C)c2C)cc1,9
Cc1ccc(S(=O)(=O)/C=C2\OCc3ccccc32)cc1,-16
O=C(O)c1cscc1-c1cccc2ccccc12,29
C[C@H](CO)N1C[C@H](C)[C@@H](CN(C)C(=O)c2cnccn2)Oc2cc(C#CCC3CCCC3)ccc2S1(=O)=O,-16
C#CCNC(=O)C[C@@H]1C[C@@]2(C(=O)OCC)CCCC=C2N(Cc2ccco2)C1=O,16
COc1ccc(Nc2nccc3c2cc(-c2ccccc2OC)n3C)cc1OC,-90*
CCOC(=O)C1(Cc2ccccc2C)CCCN(C(=O)c2ccc(C(C)=O)s2)C1 (stereo not drawn),-16
COC(=O)[C@@H](Cc1ccccc1)NC(=O)[C@H]1O[C@@H](n2cnc3c(N)ncnc32)[C@H](O)[C@@H]1O,34
CCNC(=O)C1(C)CCCN(Cc2cccc3ccccc23)C1 (stereo not drawn),18
CCCCNc1cccc2c1S(=O)(=O)N[C@@H](Cc1ccccc1)CO2,-3
c1csc(CNc2nc(NCC3CCCCC3)c3sccc3n2)c1,?
CCOC1=C2[C@@H](CN(S(=O)(=O)c3ccc(C)cc3)[C@H]2c2ccccc2F)[C@H]2C(=O)N(C3CCCCC3)C(=O)[C@H]2C1,13
O=S(=O)(Nc1cccc(F)c1)c1ccc(S(=O)(=O)N2CCOCC2)cc1,-15
CC(C)C(N)c1csc(Nc2ccccn2)n1 (stereo not drawn),-28
CC(C)c1ccc(C(=O)N2CCCCC2c2cc(C(=O)NCc3cccnc3)no2)cc1 (stereo not drawn),-9
CCc1nc2ccc(C(=O)Nc3cccc(OCC(=O)N(C)C)c3)cn2c1N(CCC(C)C)CCN(C)C,-3
O=C(NCc1ccccc1)C(c1ccccc1)n1c(=O)c(-c2cc3ccccc3[nH]2)nc2ccccc21 (stereo not drawn),19
CCOC(=O)C1(C)CCCN1C(=O)c1cncc(Br)c1 (stereo not drawn),-9
Cc1ccc([C@H]2C[C@@H](n3cc(-c4ccc(F)cc4)nn3)[C@H](O)CN2C(=O)C2CCCCC2)cc1,26
CCCCc1ccc(S(=O)(=O)N[C@H]2CC[C@@]34CCCN3C(=O)CCC[C@H]4[C@H]2CCC)cc1,-10
Cc1cc(Br)c2nc(-c3ccc(F)cc3)c(Cc3cccc(Cl)c3)n2c1,71
CCc1nc2ccc(C(=O)NCCOc3ccc(OC)cc3)cn2c1N(C)Cc1ccc(OC)cc1,-1
CCOc1ccc(/C=N/Nc2cc(N3CCOCC3)ncn2)c(O)c1,24
COC(=O)C1CCN(C2CN(Cc3ccccc3)S(=O)(=O)C2)CC1 (stereo not drawn),-2
CCCCCCCCN1C(=O)[C@H](CC(=O)N2CCN(C(=O)c3ccco3)CC2)C[C@@]2(C(=O)OC)CCCCC=C12,-12
CCc1nc2c(OCc3ccc(C(=O)OC)cc3)cccn2c1N(C)C(=O)c1ccc(OC)cc1,19
Cc1noc(C)c1COc1ccc(C(=O)NCC2(N(C)C)CCCCC2)cc1,17
CC(C)NC(=O)C1(C)CCN1C(=O)c1ccccc1Oc1ccccc1 (stereo not drawn),7
CC(=O)O[C@H]1C=C[C@@H](NC(=O)OC(C)(C)C)C1,8
COc1ccc(OC)c(NS(=O)(=O)c2ccc3[nH]c(=O)[nH]c3c2)c1,-102*
O=C(NCc1ccc(Cl)cc1)O[C@H]1CC[C@@]23CCCN2C(=O)CCC[C@H]3[C@H]1Cc1ccccc1,12
CCOC(=O)Cc1ccc(Nc2nc(NCc3cccs3)nc3ccsc23)cc1,-3
CCNC(=O)C1(C)CCCN1Cc1cccc(C(F)(F)F)c1 (stereo not drawn),-40
COc1cccc(NC(=O)C2(C)CCN2Cc2ccc(-c3ccccc3)o2)c1 (stereo not drawn),43

Quoted from the listing:
CC(=O)O[C@H]1C=C[C@@H](NC(=O)OC(C)(C)C)C1 in HCMV antiviral → 8
CCOC(=O)Cc1ccc(Nc2nc(NCc3cccs3)nc3ccsc23)cc1 in HCMV antiviral → -3

The results go on:
| SMILES | HCMV antiviral |
| --- | --- |
| Cc1ccc(C(=O)Nc2ccncc2)cc1S(=O)(=O)N1CCCCC1 | ? |
| CCOC(=O)c1c(C)n(C)c2ccc(O)cc12 | -2 |
| Cc1ccc(Cc2c(C3CCCCC3)nc3ccc(C)cn23)cc1 | -33 |
| CCCCCNC(=O)C(C1CC1)n1c(=O)c(-c2cc3ccccc3[nH]2)nc2ccccc21 (stereo not drawn) | -13 |
| Cc1ccc(NS(=O)(=O)c2ccc(C)c(NC(=O)c3ccc(S(=O)(=O)N4CCCCCC4)cc3)c2)c(C)c1 | -64* |
| Cc1ccccc1-c1nc(NCCN(C)C)nc2ccsc12 | -1 |
| CC(C)C[C@@H]1COc2cc(N3CCC[C@@H]3CO)ccc2S(=O)(=O)N1 | -7 |
| CCOC(=O)[C@]12CCC=C1N(Cc1ccco1)C(=O)[C@H](CC(=O)NCCCOC)C2 | 11 |
| CC1(C(=O)NS(=O)(=O)c2cccc(F)c2)CCN1C(=O)Cc1ccccc1Cl (stereo not drawn) | 8 |
| CCc1nc2ccc(C(=O)Nc3ccc(Cl)c(Cl)c3)cn2c1N(C)Cc1ccc(OC)cc1 | 56 |
| COCCCn1cc(CN2CC(N3CCCCC3)CS2(=O)=O)nn1 (stereo not drawn) | 0 |
| CN(CCO)C(=O)c1nc[nH]c1C(=O)N1CCN(c2ccccc2)CC1 | -3 |
| CNc1cncc(-c2ccc(OCCCN(C)C)nc2)n1 | -11 |
| CN(CC(=O)Nc1ccc(F)c(F)c1F)C(=O)C1(c2ccccc2)CC1 | -2 |
| CC1C(=O)N(Cc2cn(CCC3OCCCO3)nn2)CCS(=O)(=O)N1Cc1ccc(-c2ccc(Cl)cc2)cc1 (stereo not drawn) | ? |
| C[C@@H]1CN([C@H](C)CO)S(=O)(=O)c2ccc(Br)cc2O[C@@H]1CN(C)C(=O)CN1CCOCC1 | 3 |
| COC(=O)C[C@H]1CC[C@H]2NC[C@@H](O)COC[C@@H]2O1 | -36 |
| CC(C)N(C)c1ncnc2c1ncn2[C@H]1CN(CCN2CCOCC2)C[C@@H](CO)O1 | -35 |
| COc1ccc(C(C)=O)cc1CC1(C)C(=O)Nc2ccc(-c3cccc(C(F)(F)F)c3)cc21 (stereo not drawn) | -11 |
| CCN(C(=O)CN1C(=O)S/C(=C\c2ccccc2Cl)C1=O)C1CCS(=O)(=O)C1 (stereo not drawn) | -7 |
| Cc1cc(C)c2nc3sc(=Cc4ccc(-c5ccccc5C(=O)O)o4)c(=O)n3c2c1 | 26 |
| CCCCn1nnnc1C1(C)CCC(=O)N1CCOc1ccccc1 (stereo not drawn) | 0 |
| Cc1ccc(Cc2c(-c3ccc(C)cc3)nc3cc(C)ccn23)cc1 | -19 |
| COc1ccc(NC(=O)C[C@H]2C(=O)N(Cc3ccccc3)C[C@@H]2CSC)cc1 | -15 |
| Nc1nc(N)c2cc(S(=O)(=O)c3cccc(C(F)(F)F)c3)ccc2n1 | ? |
| COC(=O)N1CCCCC1c1cc(C(=O)Nc2ccc3c(c2)OCO3)no1 (stereo not drawn) | -24 |
| CCCCN1C(=O)C(CC(=O)NCc2cccc3ccccc23)CC(C(=O)N2CCCCCC2)=C1C (stereo not drawn) | -7 |
| Cc1ccc(S(=O)(=O)Nc2ccccc2[N+](=O)[O-])cc1 | -6 |
| COc1ccc(C(=O)N2CCCC(c3cc(C(=O)NCc4ccccc4)no3)C2)cc1 (stereo not drawn) | -14 |
| CC1CCCCN1C(=S)Nc1ccc(S(=O)(=O)N2CCCCC2)cc1 (stereo not drawn) | -31 |
| O=C(Nc1cccc(Cl)c1)Nc1nnc([C@@H]2C[C@H](O)[C@@H](CO)O2)s1 | -15 |
| CN(Cc1ccccc1)C(=O)c1csc([C@@H]2O[C@H](CO)[C@@H](O)[C@H]2O)n1 | -9 |
| CC(=O)Nc1cc(-c2cccc(C(=O)NCCN(C)C)c2)cn2c(-c3ccccc3)cnc12 | -10 |
| CCCCN(CCCC)Cc1cc(=O)oc2ccc3ccccc3c12 | -12 |
| CS(=O)(=O)N1CCCCC1c1cc(C(=O)Nc2cccc(C#N)c2)no1 (stereo not drawn) | 3 |
| CCCCCN(C(=O)CCC(=O)OCC(=O)NCCc1ccccc1)c1c(N)n(CCCC)c(=O)[nH]c1=O | -4 |
| CCc1nc2c(OCc3ccc4c(c3)OCO4)cccn2c1N(C=O)Cc1ccccc1 | -9 |
| CC1(C(=O)NS(=O)(=O)c2ccc(Cl)cc2)CCN1C(=O)C1CCCCC1 (stereo not drawn) | -18 |
| CCCC(=O)N1CCCC1(C)C(=O)Nc1ccc2nc(C)ccc2c1 (stereo not drawn) | -19 |
| CCOC(=O)[C@]12CCC=C1N(Cc1ccc3c(c1)OCO3)C(=O)[C@H](CC(=O)NCc1cccc3ccccc13)C2 | 15 |
| CC(C)Nc1nc(NCCO)nc2ccccc12 | -7 |
| CC(=O)[C@H]1CC[C@@H](c2ccccc2)N(S(=O)(=O)c2ccc(C)cc2)C1 | 18 |
| CN(C)c1cc(C(=O)N(C)c2ccccc2)ncn1 | 3 |
| COC(=O)C[C@H]1C[C@H]2c3cc(NC(=O)Cc4ccncc4)ccc3O[C@H]2[C@@H](CO)O1 | -15 |
| Cc1cccc(C)c1-n1nnnc1C(CCc1ccccc1)N1CCN(C/C=C/c2ccccc2)CC1 (stereo not drawn) | -21 |
| O=C1NC(Cc2ccc(O)cc2)c2nc3ccc(F)cc3c(=O)n2-c2cc3ccccc3cc21 (stereo not drawn) | -101* |
| Cc1cnc2c(N)cc(C)c(C)c2c1 | 69 |
| CCc1nc2ccc(C(=O)N3CCN(C(=O)c4ccco4)CC3)cn2c1N(C)Cc1nccn1C | 12 |
| O=C(NC1CCCCC1)C(C1CC1)n1c(=O)c(-c2ccco2)nc2ccccc21 (stereo not drawn) | 21 |
| CCCC(=O)N1CCCC1(C)C(=O)Nc1ccc(OC(F)F)cc1 (stereo not drawn) | 14 |

Exported as labelled records: part of the list above.
> COC(=O)N1CCCCC1c1cc(C(=O)Nc2ccc3c(c2)OCO3)no1 (stereo not drawn)
  HCMV antiviral: -24
> O=C1NC(Cc2ccc(O)cc2)c2nc3ccc(F)cc3c(=O)n2-c2cc3ccccc3cc21 (stereo not drawn)
  HCMV antiviral: -101*
> CC(=O)[C@H]1CC[C@@H](c2ccccc2)N(S(=O)(=O)c2ccc(C)cc2)C1
  HCMV antiviral: 18
> CC1CCCCN1C(=S)Nc1ccc(S(=O)(=O)N2CCCCC2)cc1 (stereo not drawn)
  HCMV antiviral: -31

Remaining list, next part:
| SMILES | HCMV antiviral |
| --- | --- |
| C[C@@H]1CCCCO[C@H](CN(C)C(=O)NC2CCCCC2)[C@@H](C)CN([C@H](C)CO)C(=O)c2cc(NC(=O)c3ccccc3)ccc2O1 | -16 |
| O=C(Cc1ccccc1)CC(CC(=O)c1ccccc1)c1ccccc1 (stereo not drawn) | -35 |
| O=C(O)c1ccc(CN2C[C@@H](CO)O[C@@H](n3cnc4c(Nc5ccccc5)ncnc43)C2)cc1 | 8 |
| Cn1nc(C(C)(C)C)cc1C(=O)NCC1CCN(C(=O)C(=O)c2cc3ccccc3o2)CC1 | ? |
| CN(C)c1ccc(-c2ccnc3c2CC(C)(C(=O)Nc2ccc4c(c2)OCO4)O3)cc1 (stereo not drawn) | -7 |
| CCOC(=O)C1=CCN(S(=O)(=O)c2ccccc2Br)C1c1ccc(C)cc1 (stereo not drawn) | -19 |
| O=C(NCc1ccccc1C(F)(F)F)c1cccc2c1C(=O)c1ccc(N3CCC(N4CCCCC4)CC3)cc1S2(=O)=O | -100* |
| CN1OC[C@@H]2CN(C(=O)C(C)(C)C)[C@H](c3cccc(Oc4ccccc4)c3)C[C@@H]21 | 5 |
| CC(C)c1ccc(CC(=O)N2CCC2(C)C(=O)NS(=O)(=O)c2cccc(C#N)c2)cc1 (stereo not drawn) | 3 |
| CCCCC1CC2=C(C(=O)OC(C)(C)O2)C(c2ccc(F)cc2)O1 (stereo not drawn) | -8 |
| CCOC(=O)C=Cc1ccc(C(=O)OCC)[nH]1 | 12 |

Random excerpt: 2 compounds from above
| SMILES | HCMV antiviral |
| --- | --- |
| CCCCC1CC2=C(C(=O)OC(C)(C)O2)C(c2ccc(F)cc2)O1 (stereo not drawn) | -8 |
| O=C(Cc1ccccc1)CC(CC(=O)c1ccccc1)c1ccccc1 (stereo not drawn) | -35 |
